Measles CPE: protection of cells from measles virus; AID 841; Measles virus-infected cells, CPE protection, absorbance; 1.5% of 140,000 active; protection (pct of control), % at 4 µM; in the data active = protection mostly above about 24%, no sharp cut-off; inactive = mostly below about 26%; also: some compounds called inactive have numbers as strong as hits
Yeast growth inh: reduces growth of yeast BB579 in restrictive medium | S. cerevisiae BB579 growth, OD615, 48 h | inhibition, % at 10 µM | 0.51% of 140,000 active | AID 804;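 active = inhibition above a set limit, 3 SD over the mean compound inhibition, cut at about 44% in these data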; also: inactives centre near -24
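Test system: S. cerevisiae DeaD strain BB579 yeast; Medium: restrictive CSMM-D medium; Compound: one dose, 10 µM compound with 0.25% DMSO; Incubation: 4 h cell preincubation, 48 h compound exposure, 30 °C humidified; Signal: OD at 615 nm; Benchmarks: amphotericin B at 10 µg/mL as positive control.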
Yeast life ext: extends the lifespan of yeast. S. cerevisiae growth with nicotinamide, OD615; deaD strain in restrictive glucose medium. inhibition of the nicotinamide effect, % at 10 µM. 0.68% of 130,000 active;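 active = inhibition above a set limit, placed 3 SD over the median of all compounds, cut at about 26% in these data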;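 also: 0% = nicotinamide-treated wells and 100% = cells grown without nicotinamide; some compounds called inactive have numbers as strong as hits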
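Test system: DeaD-strain S. cerevisiae / Buffer or medium: restrictive glucose medium / Also added: nicotinamide 1.5 mM / Doses: one concentration, 10 µM, DMSO 0.25% / Schedule: 48 h at 30 °C / Signal: OD615 measurement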
HCT116 PTEN-null: PTEN-deleted cell growth suppression | HCT116 PTEN-null viability, CellTiter-Glo, 60 h; hits give low values | viability, % at 10 µM | 1.2% of 140,000 active | AID 827;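 active = viability at or below a set limit, 4 SD under the median of all tested compounds, cut at about 3.7% in these data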;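 also: PTEN knockout HCT116 line with beta catenin targeted HCT116 as companion control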
NPY-Y2 antag: NPY-Y2 (human) receptor antagonism; P49146; NPY-Y2 expressing cells, antagonist mode; inhibition, % at 2.7 µM; 0.99% of 140,000 active; in the data active = inhibition above about 17%;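 also: 0% = vehicle with agonist challenge and 100% = reference antagonist with challenge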
Target sequence (P49146 whole entry, looked up): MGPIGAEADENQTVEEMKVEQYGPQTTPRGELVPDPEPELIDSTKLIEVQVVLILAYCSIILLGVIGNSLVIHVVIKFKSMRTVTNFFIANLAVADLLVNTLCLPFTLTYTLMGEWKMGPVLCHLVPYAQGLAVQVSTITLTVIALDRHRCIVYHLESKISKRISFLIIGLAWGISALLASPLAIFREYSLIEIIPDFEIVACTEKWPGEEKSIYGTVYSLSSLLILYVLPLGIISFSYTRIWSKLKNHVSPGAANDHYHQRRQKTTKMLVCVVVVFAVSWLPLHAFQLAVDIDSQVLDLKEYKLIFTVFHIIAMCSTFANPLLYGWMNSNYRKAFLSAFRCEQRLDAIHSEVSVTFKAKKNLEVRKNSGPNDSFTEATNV
bCat KO growth: beta-catenin-lacking colon tumor cell growth suppression. HCT116 beta-catenin knockout viability, CellTiter-Glo, 60 h; hits give low values. viability, % at 10 µM. 1.5% of 140,000 active. AID 818;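 active = viability at or under a set limit, the compound median less 4 SD, cut at about 6% in these data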;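 also: 0% = Hyamine 1622 control at 20 µM and 100% = untreated cell control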
Phagocyt inh: blocks phagocytosis by macrophages; J774A.1 macrophage IgG-bead phagocytosis, imaging; inhibition, % at 5 µM; 0.07% of 110,000 active;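 active = inhibition above the mean of the plate negative controls plus 5 SD, cut at about 13% in these data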;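 also: phagocytic index as fraction of beads internalized from green versus red external bead signal; plate controls were DMSO negative control for no effect and cytochalasin-D positive control for full effect; some results beyond the cut were filed as inactive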
E-sel TNF inh: blocks E-selectin expression induced by TNF alpha; HUVEC TNFa-induced E-selectin immunofluorescence, high content; 0.71% of 120,000 active; inhibition, % at 2 µM;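 active = inhibition above the batch mean plus 3 SD, and confirmed as a hit on visual image review, cut at about 43% in these data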;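 also: 0% = TNF-stimulated DMSO wells and 100% = unstimulated control wells; not every result past the cut was called active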
GALR2 blocker: GALR2 (human) receptor antagonism. O43603. GALR2-expressing cells, antagonist mode. inhibition, % at 4 µM. 0.39% of 140,000 active. AID 828; in the data active = inhibition above about 27%;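 also: cells stimulated with galanin 1-16 at roughly its EC80; 0% = agonist challenge control and 100% = basal control without agonist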
Target sequence (O43603 whole entry, looked up): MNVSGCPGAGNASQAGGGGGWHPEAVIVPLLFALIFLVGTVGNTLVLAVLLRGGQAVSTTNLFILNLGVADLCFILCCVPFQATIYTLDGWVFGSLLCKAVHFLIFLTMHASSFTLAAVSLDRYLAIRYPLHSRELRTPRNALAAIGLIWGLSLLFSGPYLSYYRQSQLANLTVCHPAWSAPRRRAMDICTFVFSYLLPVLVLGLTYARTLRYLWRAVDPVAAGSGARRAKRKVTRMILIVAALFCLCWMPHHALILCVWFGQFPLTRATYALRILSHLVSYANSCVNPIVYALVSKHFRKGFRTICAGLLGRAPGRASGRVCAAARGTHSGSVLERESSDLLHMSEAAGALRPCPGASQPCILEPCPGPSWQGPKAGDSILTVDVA
MRP1 act: MRP-1 activation | viability increase, % at 10 µM | H69AR cells + doxorubicin, viability rescue, CellTiter-Glo | AID 799 | 0.61% of 140,000 active;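 active = viability gain under doxorubicin at or above a set limit, the compound median plus 3 SD, cut at about 4.7% in these data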;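 also: MRP-1 overexpressing cells given doxorubicin 25 µM after compound pretreatment; 18-22 h compound pretreatment then 72 h with doxorubicin before readout; 0% = doxorubicin-only wells and 100% = vehicle-treated cells without doxorubicin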
Active calls of the source: *; . = not tested or not shown; & = joins results of further samples.

SMILES	Measles CPE	Yeast growth inh	Yeast life ext	HCT116 PTEN-null	NPY-Y2 antag	bCat KO growth	Phagocyt inh	E-sel TNF inh	GALR2 blocker	MRP1 act
COc1ccc(CCn2c(-c3ccccc3)nc3c(c(=O)c4ccccc4n3C)c2=O)cc1	14.6	-58.4	31.0*	67.5	4.9	67.1	-4.7	-14.3	7.6	-3.9
COc1ccc2nc(NC(=O)Cn3cnc4c(=O)n(C)c(=O)n(C)c43)sc2c1	5.2	-48.5	-8.7	76.9	3.1	85.7	-0.7	13.9	3.0	-1.3
C=CCn1c(SCC(=O)N2CCc3ccccc3C2)nnc1-c1ccncc1	15.6	-22.9	0.5	98.7	0.6	95.4	-8.8	.	3.2	-1.6
C[N+](C)(C)CCCCCCC(=O)/C=N/O	16.6	-12.6	6.6	98.9	4.1	87.9	-2.5	.	-3.5	-2.2
CN1CCN(C(=O)c2ccccc2NC(=O)CCN2C(=O)c3ccccc3C2=O)CC1	4.4	-10.9	-1.3	101.8	0.4	96.7	3.3	-15.2	5.1	-1.1
O=C(c1ccccc1)c1ccc(OC(=O)N2CCCC2)cc1	1.9	-4.8	.	101.3	1.7	97.9	.	23.6	-3.4	2.8
Cc1ccc(-n2c(C)cc(/C=C3/C(=N)N4C(c5ccccc5)=CSC4=NC3=O)c2C)cc1	6.0	-32.1	0.9	64.2	1.8	72.2	-4.2	4.7	6.7	-1.6
N#CC(C#N)=CC1=C2OC(c3ccccc3)=CC(c3ccccc3)=C2CCC1	14.6	-60.9	-0.3	79.3	2.4	79.6	-0.1	-2.2	-13.1	0.3
CCOc1ccc(C(=O)NC(=S)Nc2ncccc2C)cc1[N+](=O)[O-]	6.8	-27.1	-1.3	3.3*	2.3	2.8*	-0.6	11.9	1.4	-5.2
COc1cc(NC(=O)CCCc2c[nH]c3ccccc23)cc(OC)c1	2.7	-30.3	-7.2	91.5	1.1	87.0	-2.4	-2.1	-3.0	-3.5
COc1ccc(OC)c(CNC(=O)CCN2C(=O)COc3ccccc32)c1	15.3	-6.5	-15.5	97.4	0.3	87.4	-0.7	-8.9	1.0	-3.6
O=C1c2ccccc2NC2(CCCCC2)N1c1ccc(O)cc1	29.0	-61.6	-17.2	93.2	0.1	91.7	0.2	-9.5	6.5	-3.5
O=C(Cn1c2ccccc2c(=O)c2ccccc21)Nc1ccccc1F	5.4	-35.1	-2.2	44.3	4.8	47.3	.	.	0.5	-3.3
CCc1ccc(OCC(=O)N2CCN=C2c2ccccc2)cc1	6.5	-23.0	2.0	82.1	5.0	86.0	.	6.2	-1.6	-2.5
O=C(Nc1ncc2c(n1)-c1ccccc1OC2)c1ccccc1Cl	3.1	-17.8	-5.7	79.1	1.8	81.2	.	20.2	-10.5	-1.3
O=C(NCCc1c[nH]c2ccccc12)c1ccc([N+](=O)[O-])cc1	11.3	-10.5	-0.8	97.1	0.5	88.3	-7.0	-7.7	-17.2	-3.6
COc1cccc(NC(=O)Cc2nnc(SCC(=O)NC(C)c3ccccc3)n2C)c1 (stereo not given)	5.4	3.6	-6.6	94.9	3.7	88.1	-0.7	19.0	-4.6	-1.7
CC(NC(=O)/C(C#N)=C1\N=C(NC(=O)c2cccs2)c2ccccc21)c1ccccc1 (stereo not given)	10.6	-33.3	6.5	91.9	0.2	92.7	-6.4	.	6.9	-3.5
CCCCN(CC)C(=O)c1ccc(-c2ccccc2)cc1	4.5	-4.7	0.4	99.2	8.8	87.0	-2.8	-6.9	-5.4	-1.7
Cc1ccc(NC(=O)C(c2ccc(Cl)cc2)N2CCCCC2)cc1 (stereo not given)	5.5	-15.7	-14.1	46.9	-0.1	61.6	-0.1	-29.4	1.9	-0.9
CC(=O)C(CC(=O)N1CCCc2ccccc21)C(=O)Nc1ccc(F)cc1 (stereo not given)	4.3	-66.4	-5.1	100.9	2.4	103.9	-0.3	6.5	-10.5	-0.7
O=C(Cc1ccccc1)NCCSCc1ccc(Cl)cc1	11.4	-8.8	-6.5	92.7	1.6	89.0	.	1.7	-11.5	0.3
CCOc1cc(/C=N\NC(=O)c2ccc(NC(=O)C(C)(C)C)cc2)ccc1OC(=O)c1ccc(OC)cc1	8.3	-55.8	-11.4	21.0	3.3	20.9	-0.8	-17.2	0.6	-1.1
O=C(Nn1cnnc1)c1ccc(F)c(S(=O)(=O)N2CCCCC2)c1	15.4	-19.4	-11.7	109.2	1.7	99.5	-0.9	-9.3	-12.2	-0.3
Cc1ccc(SCc2[nH]nc3c2C(C(C)C)C(C#N)=C(N)O3)cc1 (stereo not given)	4.3	-29.8	-14.0	79.2	1.9	76.0	.	0.0	5.6	-4.2
(more compounds)
SMILES	Measles CPE	Yeast growth inh	Yeast life ext	HCT116 PTEN-null	NPY-Y2 antag	bCat KO growth	Phagocyt inh	E-sel TNF inh	GALR2 blocker	MRP1 act
CCCOc1ccc(-c2nc(=S)[nH][nH]2)cc1	12.9	-30.3	-10.9	109.3	-0.6	102.1	-0.5	-7.3	-2.4	-0.8
Cc1ccc(/C=C2\SC(=S)N(CCC(=O)NNC(=O)c3cccnc3)C2=O)cc1	21.3	-37.2	-1.8	82.8	1.1	77.5	-7.3	.	3.6	8.7*
CCOC(=O)c1c(NC(=O)CN2C(=O)NC(C)(c3ccccc3)C2=O)sc(C)c1C (stereo not given)	1.5	-21.5	-0.3	18.9	0.7	24.1	-2.0	1.3	0.9	-4.4
Cc1cc(NC(=O)CSc2cc(Cl)ccc2Cl)n(-c2ccccc2)n1	6.2	1.9	8.8	58.4	2.9	61.9	-2.2	-12.5	-18.5	-2.0
Cc1ccc(S(=O)(=O)N2CCC(C(=O)N[C@@H](Cc3ccccc3)C(=O)O)CC2)cc1	2.9	0.2	-7.0	105.2	-1.4	96.4	-0.5	-4.8	6.1	-0.8
COc1ccnc(Oc2ccccc2)c1C(=O)N/C=N/OCc1ccc(F)cc1Cl	15.8	-12.9	-0.2	73.3	3.6	77.0	-0.2	-0.2	1.2	-4.8
CCN1CN(Cc2ccccc2)CNC1=S	14.6	-20.8	-1.4	100.9	1.8	94.5	-10.1	.	4.0	0.9
Cc1ccccc1-c1nn2c(-c3ccccc3)nnc2s1	7.2	-7.4	-7.8	87.3	3.8	88.2	0.6	-34.3	10.7	-2.6
CCCNC(=O)c1ccccc1NC(=O)c1ccccc1N(C)S(C)(=O)=O	23.2	-30.9	.	105.1	0.6	96.5	.	-13.3	0.5	-2.4
CCCC(=O)C1=C(SCC)CC(C)(C)C(C(=O)OC)C1=O (stereo not given)	4.5	-42.3	1.8	88.7	-1.4	100.8	-2.5	-9.5	1.9	-2.4
CCC(C(=O)NCc1ccco1)N(C(=O)CNS(=O)(=O)c1ccccc1)C1CCCCC1 (stereo not given)	19.2	-39.4	-8.9	98.8	0.6	87.8	0.3	-2.0	0.8	-1.2
Cc1cccc(-n2c(SCC(=O)Nc3ccc4c(c3)OCO4)nnc2-c2ccoc2C)c1	6.3	-28.9	-1.1	92.0	-0.1	97.6	2.7	-19.8	-2.5	-2.8
Cc1cccc(N2CCN(C(=O)c3cccc(S(=O)(=O)N4CCc5ccccc5C4)c3)CC2C)c1 (stereo not given)	3.2	-47.6	9.3	60.5	-0.3	49.8	-6.6	-15.6	-2.4	-1.6
Cc1ccnc(NC(=O)CS(=O)(=O)Cc2ccccc2)c1	9.7	14.3	-8.2	98.2&97.1	0.2	100.8	-0.1	5.2	7.3	0.0
C=CCn1c(SCC(=O)c2cccs2)nnc1-c1cccc(OC)c1	17.1	-4.8	-1.5	83.5	3.0	87.9	-0.7	-30.8	2.8	-1.9
O=C(OCC(=O)c1ccc[nH]1)c1ccc(S(=O)(=O)N2CCCCC2)cc1	11.3	-62.8	-15.3	89.4	-1.1	87.7	-0.6	8.2	7.1	-0.5
Cc1nnc(SCC(=O)c2cc(C)n(C3CC3)c2C)s1	5.5	-13.9	-7.8	90.9	0.6	110.1	-0.1	-11.8	-6.8	-2.0
O=C(COc1ccccc1Br)NCc1ccco1	3.3	-41.6	-14.2	102.7	2.6	103.9	-1.2	-11.0	-15.4	-0.9
O=C(Nc1cnccn1)c1csc2ccccc12	22.9	-29.1	-14.4	85.9	2.6	83.0	.	-4.6	-11.3	-0.2
CCOC(=O)C1CCN(C(=O)CSc2nnc(-c3ccco3)n2-c2ccccc2)CC1	4.4	7.0	-10.6	99.2	2.6	94.6	0.6	2.1	2.6	-1.3
CN(C)S(=O)(=O)c1ccc(N2CCCC2)c(C(=O)Nc2nc3ccc(F)cc3s2)c1	12.3	-50.6	6.4	64.8	-0.2	64.0	-4.7	.	15.4	-3.7
COc1ccc(NC(=O)CN(C)C2CCCCC2)c([N+](=O)[O-])c1	.	-40.9	2.7	84.6	3.7	88.0	-10.8	.	-2.1	-1.0
Cc1ccc(S(=O)(=O)c2c(N)n(Cc3ccco3)c3nc4ccccc4nc23)cc1C	31.3	-53.0	-8.0	12.3	1.2	23.6	.	-8.8	9.5	-5.4
Cc1ccc(S(=O)(=O)c2nc(C)oc2NCc2ccccc2)cc1	20.4	13.2	-7.8	100.9	4.6	93.0	-0.6	-4.6	-16.1	-0.3
CCNC(=S)N/N=C/c1cc(C)ccc1C	.	-7.5	-7.7	97.6	3.5	99.3	-10.0	.	3.0	1.5
(more compounds)
SMILES	Measles CPE	Yeast growth inh	Yeast life ext	HCT116 PTEN-null	NPY-Y2 antag	bCat KO growth	Phagocyt inh	E-sel TNF inh	GALR2 blocker	MRP1 act
COc1ccc(/C=C2/N=C3CCCCCN3C2=O)cc1OC	23.1	-12.6	.	101.3	-1.4	82.0	.	6.4	0.2	-4.6
O=C(Nc1ccc(F)cc1)C(c1ccccc1)N1CCN(S(=O)(=O)c2ccc3ccccc3c2)CC1 (stereo not given)	17.1	-24.3	0.7	87.1	-3.3	83.5	-5.8	.	-13.3	-3.1
O=C(COC(=O)c1ccccn1)c1ccc(Br)cc1	2.7	-0.5	5.6	95.8	4.3	97.1	0.6	-67.9	-9.8	-1.3
O=C(CCN1C(=O)C2C3CCC(C3)C2C1=O)OCC(=O)c1cccc([N+](=O)[O-])c1 (stereo not given)	5.9	-30.8	8.5	96.6	1.4	91.1	-4.5	.	-6.7	-0.8
Cc1ccc(C)c(NS(=O)(=O)c2ccc(NC(=O)CSc3ccc(Cl)cc3)cc2)c1	13.5	-7.2	-0.2	103.7	-2.8	92.9	0.5	-11.5	-21.0	-0.1
COc1ccc(N=C2SC(C(=O)Nc3ccc4c(c3)OCO4)CC(=O)N2C)cc1 (stereo not given)	12.1	-39.4	-4.3	81.7	-2.9	96.7	0.9	10.3	6.1	0.1
COc1ccc(-c2noc(-c3cc(C)cc(C)c3)n2)cc1OC	6.4	-24.1	-5.1	90.3	4.3	105.5	-0.7	.	-11.8	3.1
Cc1cccn2cc(CNC(=O)C3CCCCC3)nc12	10.3	-31.1	-0.3	87.4	3.3	97.2	.	0.1	-17.4	-1.6
CC(Oc1ccc2oc(-c3ccccc3)c(C(=O)O)c2c1)C(=O)O (stereo not given)	1.1	-51.4	-15.5	95.7	-0.8	96.4	0.9	-38.2	-1.9	0.7

Screening data: PubChem BioAssay, several laboratories
